# PAD4 FP inh: human PAD4 inhibitors, primary screen, biochemical, fluorescence polarization, 1536-well format; AID 485272, 2010; recombinant PAD4, RCA probe fluorescence polarization; inhibition, % at 6.36 µM; Protein-arginine deiminase type-4 (Homo sapiens), Q9UM07; actives 0.41% (n = 330,000);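 active means percent inhibition above a cutoff equal to the mean of all tested compounds plus 3 SD, cut at about 15% in these data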;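 further: 0% = PAD4 with RCA probe and DMSO and 100% = probe without PAD4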
# LYPLA2 counter: LYPLA2 inhibitors, primary screen, counter-screen for PME1 inhibitor project, biochemical, fluorescence polarization, FP-Rh probe ABPP | Acyl-protein thioesterase 2 (Homo sapiens), O95372 | recombinant LYPLA2 | inhibition, % at 5.9 µM | actives 0.38% (n = 320,000) | AID 2177, 2009;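 active means inhibition above the screen-wide mean plus 3 SD, limit set per campaign, cut at about 26% in these data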;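 further: 0% = LYPLA2 with DMSO and 100% = wells lacking LYPLA2 enzyme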
# PME-1 primary: PME-1 inhibitors via competitive probe labeling, primary screen, biochemical, fluorescence polarization, FP-Rh probe, HTS | Protein phosphatase methylesterase 1 (Homo sapiens), Q9Y570 | recombinant PME-1 | inhibition, % at 5.9 µM | actives 0.53% (n = 320,000) | AID 2130, 2009;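 active means inhibition above the campaign mean of all compounds plus 3 SD, cut at about 26% in these data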;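 further: competitive labeling of PME-1 active site by serine hydrolase directed probe; 0% = PME-1 with DMSO and 100% = wells lacking PME-1 enzyme; inhibitors block probe labeling so polarization falls and inhibition rises; many of its hits are not listed in these tables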
# Target sequence (Q9Y570 whole entry, looked up): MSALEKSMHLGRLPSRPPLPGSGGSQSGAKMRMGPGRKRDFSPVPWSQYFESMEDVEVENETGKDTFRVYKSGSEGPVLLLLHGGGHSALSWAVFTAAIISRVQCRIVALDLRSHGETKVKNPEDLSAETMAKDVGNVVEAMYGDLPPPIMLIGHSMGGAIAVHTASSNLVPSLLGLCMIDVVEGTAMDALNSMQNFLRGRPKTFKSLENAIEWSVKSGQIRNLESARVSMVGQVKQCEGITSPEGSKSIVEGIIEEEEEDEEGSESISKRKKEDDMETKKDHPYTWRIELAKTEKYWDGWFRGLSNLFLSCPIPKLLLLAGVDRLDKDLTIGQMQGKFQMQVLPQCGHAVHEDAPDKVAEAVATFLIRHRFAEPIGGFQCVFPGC
# LYPLA1 inh: LYPLA1 inhibitors, primary screen, counter-screen for PME1 inhibitor project, biochemical, fluorescence polarization, FP-Rh probe ABPP; Acyl-protein thioesterase 1 (Homo sapiens), O75608; recombinant LYPLA1; inhibition, % at 5.9 µM; actives 0.16% (n = 320,000); AID 2174, 2009;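 active means inhibition above the mean of all tested compounds plus 3 SD, set per campaign, cut at about 14% in these data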;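 further: inhibitors block serine hydrolase probe labeling of LYPLA1 so polarization falls; 0% = enzyme with DMSO and 100% = wells lacking LYPLA1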
# PAFAH1B3 inh: PAFAH1B3 enzyme inhibitors, primary screen, biochemical, fluorescence polarization, human. Platelet-activating factor acetylhydrolase IB subunit alpha1 (Homo sapiens), Q15102. actives 0.28% (n = 340,000). inhibition, % at 3.39 µM. recombinant PAFAH1B3, FP-rhodamine probe. AID 492972, 2010;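 active means inhibition above the screen-wide average of all tested compounds plus 3 SD, cut at about 25% in these data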;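 further: 0% = enzyme with DMSO only and 100% = wells lacking PAFAH1B3 protein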
# Target sequence (Q15102 whole entry, looked up): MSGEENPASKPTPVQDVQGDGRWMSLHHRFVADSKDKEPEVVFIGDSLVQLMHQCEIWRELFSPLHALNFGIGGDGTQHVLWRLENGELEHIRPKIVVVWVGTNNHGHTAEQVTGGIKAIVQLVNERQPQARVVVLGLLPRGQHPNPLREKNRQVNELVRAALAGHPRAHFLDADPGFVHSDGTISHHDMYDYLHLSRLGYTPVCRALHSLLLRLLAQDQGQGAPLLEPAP
# PAFAH2 FP inh: PAFAH2 enzyme inhibitors, primary screen, biochemical, fluorescence polarization, human | recombinant PAFAH2, FP-rhodamine activity probe | inhibition, % at 3.39 µM | AID 492956, 2010 | actives 0.99% (n = 340,000);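 active means inhibition above the mean over all tested compounds plus 3 SD, cut at about 30% in these data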;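 further: inhibitors block probe labeling of enzyme so polarization drops; 0% = enzyme with DMSO and 100% = wells lacking PAFAH2 protein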
# PAFAH1B2 inh: PAFAH1B2 enzyme inhibitors, primary screen, biochemical, fluorescence polarization, human; inhibition, % at 3.39 µM; recombinant PAFAH1B2, FP-rhodamine activity probe; actives 1.2% (n = 340,000); Platelet-activating factor acetylhydrolase IB subunit alpha2 (Homo sapiens), P68402;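 active means inhibition above the mean of all tested compounds plus 3 SD, cut at about 24% in these data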;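 further: 0% = enzyme with DMSO and 100% = wells lacking PAFAH1B2; many of its hits are not listed in these tables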
# Target sequence (P68402 whole entry, looked up): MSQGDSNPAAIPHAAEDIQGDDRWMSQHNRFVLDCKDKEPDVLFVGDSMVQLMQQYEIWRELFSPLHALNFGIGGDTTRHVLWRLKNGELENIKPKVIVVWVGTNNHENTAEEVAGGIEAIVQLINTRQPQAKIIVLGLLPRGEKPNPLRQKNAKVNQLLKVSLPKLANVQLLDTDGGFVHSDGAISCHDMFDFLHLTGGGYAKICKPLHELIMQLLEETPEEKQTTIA
# GSTO1 inh: inhibitors of recombinant GSTO1, primary screen, counter-screen for RBBP9 inhibitor project, biochemical, fluorescence polarization; Glutathione S-transferase omega-1 (Homo sapiens), P78417; activity-based probe fluorescence polarization; inhibition, % at 5.96 µM; actives 1.1% (n = 300,000);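 active means inhibition above the campaign mean inhibition plus 3 SD, cut at about 35% in these data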;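 further: 0% = GSTO1-1 with DMSO and 100% = wells lacking GSTO1-1 enzyme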
# pPAFAH inh: pPAFAH enzyme inhibitors, primary screen, biochemical, fluorescence polarization, human; recombinant pPAFAH, FP-rhodamine probe fluorescence polarization; Platelet-activating factor acetylhydrolase (Homo sapiens), Q13093; actives 1.5% (n = 330,000); inhibition, % at 3.39 µM;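 active means inhibition above the mean inhibition across the screen plus 3 SD, cut at about 25% in these data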;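 further: inhibitors block binding of the rhodamine activity-based probe so polarization drops; 0% = enzyme with DMSO and 100% = wells lacking pPAFAH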
# * marks the source's active call; other numbers are inactive results; · = no result given. A portion of the library (hit frequency here may not be typical).
SMILES,PAD4 FP inh,LYPLA2 counter,PME-1 primary,LYPLA1 inh,PAFAH1B3 inh,PAFAH2 FP inh,PAFAH1B2 inh,GSTO1 inh,pPAFAH inh
Cc1c(S(=O)(=O)c2ccccn2)c(N)n(Cc2ccccc2)c1C,-11,-2,-7,1,·,·,·,-1,-4
Cc1ccc(NS(=O)(=O)c2cccc(C(=O)Nc3c(C)n(C)n(-c4ccccc4)c3=O)c2)cc1,1,3,-6,0,·,·,·,3,25*
O=C(CCNC(=O)Cn1ccc2ccccc2c1=O)NCCN1CCc2ccccc2C1,1,1,-2,3,2,-9,-2,-2,-2
N/C(=N\OC(=O)COc1ccccc1)c1ccncc1,-3,6,6,0,1,-11,2,3,6
CCOC(=O)Cc1csc(NC(=O)c2cnc3scc(C)n3c2=O)n1,3,4,-2,2,10,0,6,1,-2
COc1ccc(-c2cc(C(F)(F)F)n3nc(C(=O)NCc4ccco4)c(Cl)c3n2)cc1,-9,-6,-3,-4,-7,8,1,-19,1
CCOC(=O)C1C(C#N)=C(N)OC(C)=C1c1ccncc1 (stereo not given),-1,3,-2,1,15,-4,-1,13,0
CCN(CC)CCCNC(=O)Cn1cc2c(n1)CCC(C)C2 (stereo not given),-6,-1,1,-2,11,1,-6,3,0
O=C(O)c1cc(C(=O)O)c(-c2ccccc2)c(C(=O)O)c1,1,2,4,-2,10,-7,-5,0,3
C=CCO/N=C/C1C(=O)CC(C)(C)CC1=O,-5,-3,0,0,12,-3,0,-4,2
COC(=O)CSc1nnc(-c2ccc(NS(=O)(=O)c3ccccc3)cc2)o1,0,8,-1,0,4,-3,6,-2,7
O=c1c(-c2cccc([N+](=O)[O-])c2)[n+]([O-])c2ccccc2n1O,4,0,0,-3,0,-2,2,2,0
Cc1cc(C)c(C)c(OCC(=O)O/N=C(\N)c2ccccn2)c1,1,1,-8,-2,-2,3,5,3,7
COc1ccc(Cl)cc1N1C(=O)C2CCCN2C1c1ccc(F)cc1 (stereo not given),0,-3,0,2,-2,10,3,0,5
CCOC(=O)C1=C(Nc2ccc(C)cc2)CC(C)(O)C(C(=O)OCC)C1c1ccccc1 (stereo not given),-1,3,-10,-1,12,-4,-1,0,10
COc1cc(OC)cc(-n2nc(C(=O)NCCCN3CCOCC3)c3ccccc3c2=O)c1,-2,5,3,-3,9,2,2,7,1
O=C(Nc1cccnc1Cl)c1cc([N+](=O)[O-])ccc1Cl,0,-6,3,-2,10,-4,6,12,-1
CCCOc1ccc(CSC(=N)N)cc1C(=O)OC,6,3,9,1,5,3,0,-2,0
Cc1ccc(NC(=S)Nc2cccc3cnccc23)cc1C,-5,-7,6,-2,11,5,-3,30,9
CC(C)OC(=O)NCCOC(=O)Nc1ccc(Cl)c(Cl)c1,2,-3,-5,-5,5,2,-2,-5,8
O=C(NCCc1ccccc1)c1cc(-c2ccccc2)c(N2CCOCC2)s1,0,5,-3,-5,2,3,3,0,12
COc1ccc(CNC(=O)N2CCN(c3ccc(F)cc3)CC2)cc1Cl,1,3,0,1,4,4,-1,8,7
Cc1cnc(C(=O)OCC(=O)Nc2cc(S(=O)(=O)N3CCCCC3)ccc2Cl)cn1,-3,-1,13,-3,3,-3,5,6,-5
O=c1c2nnn(Cc3ccccc3)c2ncn1-c1ccccc1,-1,-2,1,0,6,-1,-1,6,5
O=C(CN(C(=O)c1csnn1)c1ccccc1Cl)NCCc1ccccc1,-3,-2,1,-4,7,10,6,4,4
O=C(CN(Cc1cccs1)C(=O)CNS(=O)(=O)c1ccc(Cl)cc1)NCc1ccco1,4,-3,3,-2,1,30*,16,2,5
CC(C)Cn1c(-c2ccncc2)n[nH]c1=S,0,3,-1,4,11,-4,12,0,1
CCc1c(C)sc(NC(=S)NC(C)C2CCCO2)c1C(=O)OC (stereo not given),-1,-3,8,-8,9,12,8,9,0
CC1Oc2ccccc2N(CC(=O)NC2CC2)C1=O (stereo not given),-3,-1,1,-1,5,1,1,2,4
CCNC(=O)N1CCC(n2nccc2NC(=O)CCOc2ccccc2)CC1,2,-5,-7,1,2,0,1,2,3
Nc1nc(SCCO)[nH]c(=O)c1NC(=O)c1ccco1,0,5,-12,1,10,-10,-2,·,-5
CCOC(=O)c1ccccc1NC(=O)CSc1ncc(C(=O)OCC)c(N)n1,0,0,11,0,-1,2,0,-13,-2
CCCc1cc(=O)[nH]c(SCC(=O)Nc2cc(C)on2)n1,1,1,0,-1,4,5,2,6,3
O=C(NCc1ccccn1)c1cc(-c2ccncc2)nc2ccccc12,-4,-2,-1,1,-8,1,6,4,0
CC(C)(C)NC(=O)NC(=O)COC(=O)CNS(=O)(=O)c1ccc(Br)cc1Cl,-2,9,3,9,8,4,16,10,1
COc1ccccc1NC(=O)COC(=O)[C@@H]1CCCN1C(=O)c1cccs1,-1,3,4,-1,12,3,1,0,5
c1ccc2c(c1)CC(N1CCCCC1)c1ccccc1N2 (stereo not given),-6,0,2,4,0,-1,2,5,2
CCOc1ccccc1C(=O)NC(CO)C(=O)O (stereo not given),-2,5,-9,1,4,2,2,-4,5
COc1ccc(CCNC(=O)CSc2nc3c(c(=O)n(C)c(=O)n3C)n2C(C)C)cc1OC,-13,-2,-3,-2,0,4,-2,0,-8
Cn1c(SCCC#N)nnc1-c1ccc(F)cc1,1,7,-2,-1,8,-7,4,7,1
COc1ccc(CNC(=O)c2sc3nc4c(c(C(F)(F)F)c3c2N)CCC4)cc1OC,-2,-3,0,-5,5,-2,2,3,1
CC(=O)Nc1nc(-c2ccccc2)c(-c2ccccc2)o1,1,-1,-7,-7,6,2,0,-1,0
O=C(Nc1cccc(Cl)c1N1CCCC1)c1ccc([N+](=O)[O-])o1,-7,-1,1,1,11,4,-2,4,3
NNC(=S)Nc1cccc(Cl)c1,-1,6,-5,2,1,-5,2,-5,3
C/C(CC(=O)Nc1cccc(C(F)(F)F)c1)=N\NC(=O)C(=O)NCC(C)C,0,4,-5,-3,9,7,7,-8,0
Cc1cccc(C(=O)Nc2ccc(O)c3c(=O)cc(-c4ccccc4Cl)oc23)c1,-2,-5,0,-1,-5,3,0,0,6
O=C(Nc1ccncc1)c1ccc(S(=O)(=O)Nc2ccccc2)cc1,-2,-5,-3,-3,2,-5,1,7,2
CCCCn1c(N)c(N(CCC(C)C)C(=O)C2CCN(C(=O)c3ccccc3C)CC2)c(=O)[nH]c1=O,-3,4,5,1,0,-2,2,0,-1
Cc1ccc2oc(C(=O)N3CCN(CCO)CC3)c(C)c2c1,-6,-1,-3,3,6,14,-2,0,3
CCC(C)(C)NC(=O)C(c1cccc(OC)c1OC)N(CC(C)C)C(=O)CCC(=O)Nc1cc(C)on1 (stereo not given),-6,-2,-3,-2,7,4,4,1,5

# Later entries.
SMILES,PAD4 FP inh,LYPLA2 counter,PME-1 primary,LYPLA1 inh,PAFAH1B3 inh,PAFAH2 FP inh,PAFAH1B2 inh,GSTO1 inh,pPAFAH inh
CC(C)CC(=O)Nc1nnc(SCC(=O)Nc2nccs2)s1,-1,1,0,1,5,-13,-4,3,0
O=[N+]([O-])c1ccc(N/N=C/c2ccc(OCc3cccc4ccccc34)cc2)nc1,-2,6,-3,-1,1,-3,0,-11,6
Oc1ccc(Br)cc1-c1cc(-c2ccco2)[nH]n1,-5,-15,-3,-11,1,4,2,-8,12
CCNC(=O)CN(c1ccc(Br)c(C)c1)S(C)(=O)=O,-7,-3,-4,1,-2,-2,1,2,-4
O=C(NNc1ccccc1F)c1ccccc1,0,5,6,1,1,1,2,6,2
COc1ccccc1NS(=O)(=O)c1cc(C(=O)NCC(C)(C)N2CCOCC2)ccc1C,0,2,4,-2,6,3,11,-2,2
Cc1cccc(-n2ncc3c2CCCC3NC(=O)CN2CCCC2=O)c1C (stereo not given),-8,1,3,1,3,-4,-4,0,0
COC(=O)c1cc(OC)c(OC)cc1NC(=O)c1ccco1,1,2,-5,-7,12,1,-3,-8,1
COc1cccc(NC(=O)c2ccc3c(c2)N(C)CCS3)c1,-2,6,2,-3,-1,-3,5,1,11
CCOc1ccc(NC(=O)C/C(C)=N/NC(=O)Cc2cccs2)cc1,1,-1,-3,4,-2,3,-6,6,1
NS(=O)(=O)c1cc(C(=O)OCC(=O)NC2CC2)ccc1Cl,3,2,-1,2,-1,2,3,4,-5
O=C(Nc1nc(-c2ccccc2)cs1)Nc1ccc(F)cc1F,0,-11,-10,-10,4,-11,-1,-7,-2
Cc1ccccc1-c1ccc(=O)n(CC(=O)Nc2ccc(N3CCOCC3)cc2)n1,2,4,3,-2,12,5,2,2,5
Cc1ccc(CNC(=O)CCc2nc(-c3cccs3)no2)cc1,-2,-2,-2,0,-1,0,8,6,6
O=C1c2c(O)cc(O)cc2O[C@H](c2ccc(O)cc2)[C@H]1O,-2,20,-1,0,9,4,5,0,-1
O=C(Nc1cc([N+](=O)[O-])ccc1F)c1ccc2ccccc2c1,1,-12,-43,-6,-5,-19,-10,-23,-2
CCN1CCN(CC(=O)N2N=C(c3cccs3)CC2c2ccc(OC)c(OC)c2)C(=O)C1=O (stereo not given),5,7,2,-1,-2,-3,-2,0,0
NC(=O)NCc1ccccc1F,-2,-1,0,0,·,·,·,-1,2
O=S1(=O)[C@H]2C[C@@H]3C=C[C@@]2(CN1Cc1ccc(F)cc1)O3,-3,1,-2,-2,2,8,-3,5,0
Cc1ccc(-c2cnc(N)n2C)cc1C,1,-1,-1,-1,4,4,6,1,4
Cc1ccc(-n2c(CNC(=O)c3cccs3)nnc2SCC(=O)NO)cc1,2,11,12,7,2,0,3,6,8
Cc1ccc(Cl)cc1N1CCN(C(=O)c2ccccc2SCC(=O)N2CCCC2)CC1,1,3,5,-1,10,3,5,·,6
N#Cc1cc(-c2ccccc2)nc(NN)n1,-1,-13,-9,-10,-10,-7,-5,3,-3
Nc1sc2c(c1C(=O)NCCc1ccccc1)CCC2,-9,2,-1,-3,3,18,1,7,18
Cc1ccc(C(=O)C(=S)N2CCOCC2)cc1,1,-2,0,-2,0,5,-5,-6,2
COc1ccc(/C(C)=N/N=C2/NC(=O)CC(C(=O)O)S2)cc1 (stereo not given),-4,0,-6,-2,2,2,-4,1,3
O=C(CSCc1ccc(Cl)cc1)NCC1CCCO1 (stereo not given),-2,0,4,1,8,3,15,4,5
O=C(N/C(=C/c1cccc([N+](=O)[O-])c1)C(=O)N1CCCCCC1)c1ccco1,4,4,1,5,1,5,-3,1,4
